KDM5B inhibitor: inhibitors of human KDM5B histone demethylase | KDM5B demethylase, FDH-coupled NADH fluorescence (FDH is formaldehyde dehydrogenase) | Potency, µM (top dose mostly 57.7 µM), inactives show at the highest dose activity change, negative = inhibition, hits mostly inhibitors | 2.6% of 220,000 active; active = well fitted inhibition curve with a large enough effect; inconclusive = small, poorly fitted or top-dose-only effect; inactive = no such curve, though single readings can be large or run the other way; also: 0% is about no effect; nearly all actives have a fitted effect of over 70% in size
Target sequence (Q9UGL1 whole entry, looked up): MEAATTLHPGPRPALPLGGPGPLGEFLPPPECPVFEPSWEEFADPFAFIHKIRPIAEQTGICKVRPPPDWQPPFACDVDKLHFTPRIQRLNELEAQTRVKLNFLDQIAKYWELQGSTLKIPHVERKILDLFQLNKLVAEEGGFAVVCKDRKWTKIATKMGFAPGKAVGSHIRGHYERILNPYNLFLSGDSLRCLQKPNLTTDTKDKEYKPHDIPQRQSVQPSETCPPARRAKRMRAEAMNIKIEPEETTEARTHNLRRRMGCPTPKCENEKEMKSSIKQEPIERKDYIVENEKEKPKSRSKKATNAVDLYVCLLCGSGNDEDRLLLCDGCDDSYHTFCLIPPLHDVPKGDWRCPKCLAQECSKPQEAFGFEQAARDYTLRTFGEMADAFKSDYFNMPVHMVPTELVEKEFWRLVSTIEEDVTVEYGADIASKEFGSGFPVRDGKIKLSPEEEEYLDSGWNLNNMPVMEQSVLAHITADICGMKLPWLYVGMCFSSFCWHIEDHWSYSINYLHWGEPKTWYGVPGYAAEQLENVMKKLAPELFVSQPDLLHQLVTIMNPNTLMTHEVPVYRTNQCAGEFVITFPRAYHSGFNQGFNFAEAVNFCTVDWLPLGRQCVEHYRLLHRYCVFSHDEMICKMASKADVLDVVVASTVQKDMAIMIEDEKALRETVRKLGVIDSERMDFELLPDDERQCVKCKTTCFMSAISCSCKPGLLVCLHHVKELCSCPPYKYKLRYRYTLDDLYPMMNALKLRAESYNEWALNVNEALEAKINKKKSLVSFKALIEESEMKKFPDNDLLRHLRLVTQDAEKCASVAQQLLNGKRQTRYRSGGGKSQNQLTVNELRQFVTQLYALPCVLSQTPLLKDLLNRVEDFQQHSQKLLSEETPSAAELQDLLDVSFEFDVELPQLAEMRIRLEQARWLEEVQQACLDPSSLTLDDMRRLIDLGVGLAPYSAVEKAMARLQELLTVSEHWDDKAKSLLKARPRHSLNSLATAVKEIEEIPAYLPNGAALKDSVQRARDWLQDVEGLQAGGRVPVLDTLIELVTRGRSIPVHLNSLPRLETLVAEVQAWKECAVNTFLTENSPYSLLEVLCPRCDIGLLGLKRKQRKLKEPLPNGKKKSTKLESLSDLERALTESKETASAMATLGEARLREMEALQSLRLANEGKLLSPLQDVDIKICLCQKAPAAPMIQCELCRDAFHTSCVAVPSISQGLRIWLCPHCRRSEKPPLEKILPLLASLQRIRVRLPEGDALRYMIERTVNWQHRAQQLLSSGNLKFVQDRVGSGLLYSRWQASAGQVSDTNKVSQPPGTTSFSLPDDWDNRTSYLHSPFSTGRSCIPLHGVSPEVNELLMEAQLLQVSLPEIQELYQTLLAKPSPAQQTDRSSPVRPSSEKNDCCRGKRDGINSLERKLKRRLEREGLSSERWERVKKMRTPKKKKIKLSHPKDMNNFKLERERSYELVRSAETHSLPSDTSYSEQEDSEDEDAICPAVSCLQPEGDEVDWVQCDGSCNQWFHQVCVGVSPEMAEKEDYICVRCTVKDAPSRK
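KDM5BΔAP (200 nM final) in 50 mM HEPES pH 7.5, 0.01% Tween-20 was preincubated 10 min at RT with compound over a concentration range. Substrate mix (H3K4me3 12.5 µM, α-KG 25 µM, Fe²⁺, ascorbate, NAD⁺, FDH) was added, and NADH fluorescence change over 30 min gave dose-response curves.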
The depositor's hits bear a star; ? = inconclusive; [ ] = another dose, or the depositor's remark. Potency is read from the fitted curve at half-maximal effect.

smiles	KDM5B inhibitor
O=C(c1cn(CCCOc2ccccc2Cl)c2ccccc12)C(F)(F)F	-7%
Cc1cc(=O)oc2cc(OCC(=O)N3CCN(CCO)CC3)c(Cl)cc12	?
c1ccc(CCNC2CC2)cc1	10%
CN1CCN(C(=O)CCc2ccncc2)CC12CCNCC2	-7%
O=[N+]([O-])c1ccc(NC2CCCC2)c2ccncc12	-22%
Cc1cccc(-n2c(/C=C/c3c(C)[nH]c4ccccc34)nc3ccccc3c2=O)c1	-8%
Nc1c(C(=O)Nc2cccc(Br)c2)sc2nc3c(cc12)N1CCC3CC1	344%[activator]
O=C(Nc1ccc(Cl)cc1)N1C[C@@H]2C[C@H](C1)c1c(-c3ccccc3F)ccc(=O)n1C2	-24%
COc1ccc2c(c1)C1(CCN(C(=O)c3ccc(C)cc3)C1)C(=O)N2 (centres undefined)	4%
CCN1CC2ON=C(C(=O)O)C2C1 (centres undefined)	-27%[230 µM]
CC(C)C12CN3CCN(CC(C3)C1=O)C2	18%
Cn1nc(-c2ccc(F)cc2)cc1[C@H]1CN2CC[C@H]1C[C@@H]2COC(=O)Nc1cccc(C(F)(F)F)c1	13%
Cc1[nH]cnc1CN1C[C@H](c2ccc3c(c2)OCO3)[C@@H]2[C@H]1C1CCN2CC1	-32%
CC(=O)Nc1ccc(-c2ccc(=O)n3c2[C@@H]2C[C@@H](CN(C(=O)c4ccccc4)C2)C3)cc1	?
COP(=O)(C#Cc1ccccc1)C(O)c1ccc(Br)cc1 (centres undefined)	-17%
Fc1ccc(-c2ncc3c(n2)C[C@@H]2CC[C@H]3N2)cc1	32%
CN(C)c1ccc(C(=O)NC[C@H]2C[C@@H]3CCN2C[C@@H]3c2cc(C3CCCCC3)nn2C)cc1	3%
CN1Cc2ccccc2-n2ccnc2C12CCN(C(=O)c1ccc(Br)o1)CC2	27%
COc1ccc(CCC(=O)N2CCC3(CC2)NCc2ccccc2-n2ccnc23)cc1	-6%
COc1ccccc1CNC(=O)[C@H]1CN2CCC1C[C@@H]2Cn1cc(C(C)(C)O)nn1 (some centres undefined)	11%[86.2 µM]
CN1CCN(C(=O)Cc2c[nH]c3ncc(-c4ccc5c(c4)OCO5)cc23)CC1	?
CCC[N+]12CCC(CC1)C(=C(c1ccccc1)c1ccccc1)C2	-6%
Cc1cccc(C(=O)N2[C@H]3CC[C@@H]2c2cnc(C)nc2C3)c1	-27%
Cc1ncc2c(n1)C[C@@H]1CC[C@H]2N1C(=O)Cc1ccccc1	13%
c1ccc(CCNCC2CCCO2)cc1 (centres undefined)	22%
O=C1NCCN2CC3(CCN(S(=O)(=O)c4cccnc4)CC3)CC12 (centres undefined)	?
COc1ccc(S(=O)(=O)NC[C@H]2C[C@@H]3CCN2C[C@@H]3CN(C)c2ccccc2)cc1	-6%[86.2 µM]
COc1ccc2c(c1)c(C(C)=O)c(C)n2Cc1ccccc1	12%
CCN(CC)c1ccc(CNCCc2ccc(F)cc2)cc1	-24%
COc1ccccc1C(=O)N1[C@H]2CC[C@@H]1c1cnc(C)nc1C2	-19%
C=CCn1c(O)c(C(C)=NCC2CCCO2)c(=O)[nH]c1=O (centres undefined)	14%
O=C(NCc1ccc(F)cc1)[C@H]1CN2CCC1C[C@@H]2Cn1cc(COc2ccccc2)nn1 (some centres undefined)	-12%

Reformatted: entries from further up.
COc1ccc2c(c1)c(C(C)=O)c(C)n2Cc1ccccc1
  KDM5B inhibitor: 12%
CCN(CC)c1ccc(CNCCc2ccc(F)cc2)cc1
  KDM5B inhibitor: -24%

(more compounds)
smiles	KDM5B inhibitor
CC(C)NC(=O)[C@H]1CN2CCC1C[C@@H]2Cn1cc(CCO)nn1 (some centres undefined)	11%[86.2 µM]
C=C[C@H]1CN2CC[C@H]1C[C@@H]2CNC(=O)Nc1ccc(Oc2ccccc2)cc1	-29%[86.2 µM]
Cc1ccc(C(=O)NC[C@H]2C[C@@H]3CCN2C[C@@H]3c2cc(-c3ccccc3Br)nc(C)n2)cc1	-20%
Cc1ccc(N2C(=O)NC(=O)/C(=C/c3ccoc3)C2=O)cc1	?
CN(N)N=Nc1nc2c([nH]1)c(=O)n(C)c(=O)n2C	?
Cc1ccccc1CC(=O)N1CCC2(CC1)c1nccn1-c1ccccc1CN2C	-14%
COc1ccc(S(=O)(=O)NC[C@H]2C[C@@H]3CCN2C[C@@H]3CN2CCN(c3ccccn3)CC2)cc1	26%
CC(=O)N1C[C@@H]2C[C@H](C1)c1ccc(NC(=O)C3CCCCC3)c(=O)n1C2	?
CC(C)N(Cc1ccco1)/N=C/c1c(O)n(Cc2ccccc2)c(=O)[nH]c1=O	-22%
O=C(Cc1c(F)cccc1Cl)N1CCN(Cc2ccccc2)CC(O)C1 (centres undefined)	?
Cc1ccc(S(=O)(=O)NCCNc2ccc([N+](=O)[O-])c3cccnc23)cc1	-28%
CC12CN3CC(C)(CN(C1)C3c1cccs1)C2=O (centres undefined)	5%
Cc1ccccc1N1C(=O)NC(=O)/C(=C/c2ccc(N3CCOCC3)o2)C1=O	?
CN1CC2(C1)C(=O)N(C)C(=O)[C@@H]1C[C@@H](O)CN12	-16%[115 µM]
CCc1ccc(OCC(=O)N2CCN(CCc3ccccn3)CC2)cc1	-6%
Cc1ccc(C2(O)CC(C)N(C)CC2C)c(C)c1 (centres undefined)	21%
COc1ccc(/C=C/c2nc3ccccc3c(=O)n2-c2ccc(C)cc2)cc1O	?
BrCC1C[n+]2c(SCc3ccccc3)nc3sc4c(c3c2O1)CCCC4 (centres undefined)	?
CN(C)CC(=O)Nc1ccc2n(c1=O)C[C@H]1C[C@@H]2CN(C(=O)c2cccnc2)C1	?
CCOC(=O)C1=C(C)OC(N)=C(C(=O)OCC)C12C(=O)Nc1ccccc12 (centres undefined)	17%
Cc1cc(N2CCN(C)CC2)nc2ccccc12	-25%
C#C[C@H]1CN2CC[C@H]1C[C@@H]2COC(=O)Nc1cc(OC)cc(OC)c1	?
CC12CCC(O)CC1CCC1[C@@H]2CC(O)C2(C)C(C3=CC(=O)OC3)CCC12O (some centres undefined)	28%
O=P(Nc1cccc(F)c1)(Oc1ccccc1F)Oc1ccccc1F	10%

3 structures out of the list, ordered by molar mass, lowest first:
smiles	KDM5B inhibitor
Cc1cc(N2CCN(C)CC2)nc2ccccc12	-25%
CN(C)CC(=O)Nc1ccc2n(c1=O)C[C@H]1C[C@@H]2CN(C(=O)c2cccnc2)C1	?
BrCC1C[n+]2c(SCc3ccccc3)nc3sc4c(c3c2O1)CCCC4 (centres undefined)	?

(cont.)
smiles	KDM5B inhibitor
CC(=O)N1CC2(CCCN2Cc2cccnc2)Cc2ccccc21 (centres undefined)	7%[149 µM]
O=C1N(Cc2ccccn2)C[C@H]2CN(C3CCC3)CCN12	-27%[115 µM]
O=[S+]1([O-])NC2(CCN(Cc3ccsc3)C2)COc2ccncc21 (centres undefined)	-11%[115 µM]
COc1ccccc1C1SCC(=O)Nc2c1c(C)nn2-c1cccc(C)c1 (centres undefined)	-10%
CN1CCC(OC(=O)c2ccccc2)(c2ccccc2)C(C)(C)C1 (centres undefined)	10%
Cc1nc(-c2ccc(C(F)(F)F)cc2)cc([C@H]2CN3CC[C@H]2C[C@@H]3CNC(=O)c2ccco2)n1	-26%
CC(C)C(Br)C(=O)NC(N)=O (centres undefined)	16%
COc1cc2c(cc1OCC1CC1)NC(=O)C21CCN(c2nccs2)CC1	-14%[86.2 µM]
C1CC(NC2CCOCC2)CCN1	?
COc1ccc(-c2cc([C@H]3CN4CC[C@H]3C[C@@H]4CNC(=O)C3CCC3)n(C)n2)cc1OC	-4%[86.2 µM]
CSc1ccc(-c2ccc(=O)n3c2[C@@H]2C[C@@H](CN(S(C)(=O)=O)C2)C3)cc1	35µM*
c1ccc(C2CN3CCCC3CN2)cc1 (centres undefined)	?
Cc1cc(CN2CCC3(C2)C(=O)Nc2ccccc23)no1 (centres undefined)	2%[149 µM]
O=C1Nc2ccc(Br)cc2C(c2ccccc2)=NC1O (centres undefined)	6%
CC(C)(C)c1ccc(CSc2cnn(C(C)(C)C)c(=O)c2Cl)cc1	11%
CCN1CCN(c2ccc([N+](=O)[O-])c3cnccc23)CC1	-43%
COc1cc2c(cc1OCc1ccccc1)NC(=O)C21CCN(CCC(C)C)CC1	-13%[86.2 µM]
C=CCOC(=O)C1=C(C)OC(N)=C(C(=O)OCC)C12C(=O)Nc1ccc(Br)cc12 (centres undefined)	15%
CC(C)(C)CN1CCC2(CN[S+](=O)([O-])c3cccnc3O2)C1 (centres undefined)	-28%[149 µM]
CC(C)(C)c1cn(C[C@H]2CC3CCN2C[C@@H]3C(=O)Nc2nccs2)nn1 (some centres undefined)	25%[86.2 µM]
O=C(c1ccncc1)N1CC2CCC(C1)N2Cc1ccc(Cl)cc1	-2%[149 µM]
CN1CCCN(c2ccc([N+](=O)[O-])nc2)CC1	-7%
CN1CCN(C(=O)Cc2c[nH]c3ncc(-c4cccc(O)c4)cc23)CC1	-21%[86.2 µM]
COc1ccc(CCNCc2ccc(C)s2)cc1OC	19%
COc1cc2c(cc1OCC1CC1)NC(=O)C21CCN(c2nc(C)cc(C)n2)CC1	-8%[86.2 µM]
Cc1n[nH]c(C)c1[Se]c1c(C)n[nH]c1C	17%
COc1ccccc1NC(=O)N1C[C@@H]2C[C@H](C1)c1c(-c3ccc(Cl)cc3)ccc(=O)n1C2	-13%
CC(N)Cc1cccs1 (centres undefined)	5%
COc1ccc(C2SCC(=O)Nc3c2c(C)nn3-c2ccc(C)cc2)cc1OC (centres undefined)	-27%
c1ccc(CCNCC2CCCCC2)cc1	-8%
CC(C)NC(=O)OC[C@H]1C[C@@H]2CCN1C[C@@H]2c1cc(-c2ccc3ccccc3c2)nn1C	-2%[86.2 µM]
Cc1ccc(C(=O)N2[C@H]3CC[C@@H]2c2cnc(-c4ccccc4)nc2C3)c(C)c1	15%
CC(C)c1ccc(N=Nc2c(O)[nH]c(=O)[nH]c2=O)cc1	-8%
CCC1(N2CCN(C(=O)COc3cccc(Cl)c3)CC2)CCN(S(C)(=O)=O)C1 (centres undefined)	?
Cn1nc(-c2ccc3ccccc3c2)cc1[C@H]1CN2CC[C@H]1C[C@@H]2CNC(=O)N1CCOCC1	-19%
NC(Cc1ccc(Cl)cc1)c1ccccc1 (centres undefined)	24%
COc1ccc(-c2cn(C[C@H]3CC4CCN3C[C@@H]4C(=O)N3CCCC3)nn2)cc1 (some centres undefined)	-9%[86.2 µM]
C=CCOc1c(Cl)cc(CNC(C)Cn2cccn2)cc1OC (centres undefined)	-15%
CCC(CC)NC1CC1	-3%
COc1cccc([C@@H]2CCN(Cc3cccc4nsnc34)C[C@H]2O)c1	-24%
CC[C@H]1CN2CC[C@H]1C[C@@H]2CNC(=O)c1ccc(N(C)C)cc1	-14%[86.2 µM]
COC1CC(OC2CCC3(/C=N/O)[C@H]4CCC5(C)C(C6=CC(=O)OC6)CCC5(O)[C@@H]4CCC3(O)C2)OC(C)C1O (some centres undefined)	2%
C[N+](C)(C)CC1CC1	6%
O=C1NC2(CCCN(Cc3cccnc3)C2)COc2ccccc21 (centres undefined)	?
O=C(NCCc1cnc2ccccn12)C1CC2(CCNCC2)CN1 (centres undefined)	?
O=C(O)C1CC2(CCN(C(=O)CCc3ccncc3)CC2)CN1 (centres undefined)	9%
CSc1cccc(NC(=O)NC[C@H]2C[C@@H]3CCN2C[C@@H]3CN2CCOCC2)c1	-8%[86.2 µM]
Cc1ccc(NC(=O)c2cn(Cc3ccccc3)nn2)c(C)c1	?

Seven compounds picked at random from those above, as already listed:
smiles	KDM5B inhibitor
CSc1cccc(NC(=O)NC[C@H]2C[C@@H]3CCN2C[C@@H]3CN2CCOCC2)c1	-8%[86.2 µM]
COC1CC(OC2CCC3(/C=N/O)[C@H]4CCC5(C)C(C6=CC(=O)OC6)CCC5(O)[C@@H]4CCC3(O)C2)OC(C)C1O (some centres undefined)	2%
C[N+](C)(C)CC1CC1	6%
Cc1ccc(NC(=O)c2cn(Cc3ccccc3)nn2)c(C)c1	?
O=C(NCCc1cnc2ccccn12)C1CC2(CCNCC2)CN1 (centres undefined)	?
O=C(O)C1CC2(CCN(C(=O)CCc3ccncc3)CC2)CN1 (centres undefined)	9%
CC[C@H]1CN2CC[C@H]1C[C@@H]2CNC(=O)c1ccc(N(C)C)cc1	-14%[86.2 µM]

Next entries follow:
smiles	KDM5B inhibitor
O=C(NCCNC(=O)c1cn(Cc2ccccc2)c2ccccc12)c1ccncc1	-11%
CN1CCN(C[C@H]2CN3CC[C@H]2C[C@@H]3CNC(=O)Nc2ccccc2)CC1	-9%[86.2 µM]
CC(Nc1ccc([N+](=O)[O-])c2nonc12)c1ccc(Cl)cc1 (centres undefined)	?
O=C(CN1CCCCC1)c1ccc(F)cc1	16%
O=C(Nc1ccc2c(c1)OCCO2)c1cccn(Cc2cccc([N+](=O)[O-])c2)c1=O	-6%
CC12CN3CN(C1)CC(C)(C3)C2=O	22%
COCC1CN(C2CCC2)CC12CCN(Cc1cccnc1)CC2 (centres undefined)	28µM*
CC(C)NC(=O)OC[C@H]1C[C@@H]2CCN1C[C@@H]2c1cc(C2CCCC2)nc(-c2ccncc2)n1	?
c1ccc(CN2CCCC3(CC(c4ccccn4)=NO3)C2)cc1 (centres undefined)	0%[149 µM]

High-throughput results from PubChem BioAssay.

Some of the compounds tested; rates above refer to the full screens.
